hDAT+cocaine: changed hDAT dopamine uptake under cocaine IC80, either direction, primary screen, cocaine antagonist project, cell-based, LLC-PK1 hDAT, [14C]-dopamine uptake, MLSMR. Sodium-dependent dopamine transporter (Homo sapiens), Q01959. LLC-PK1 hDAT cells, [14C]-dopamine uptake with cocaine IC80; actives deviate in either direction. B-score at 10 µM. 1.3% of 110,000 active;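 active = Z score or B-score, a plate-position-corrected score, falls beyond the plate's 99.7% confidence bounds, in either direction; inactive = both scores lie inside the 99.7% bounds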;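 also: scored against the spread of the other compound wells on the same plate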
Target sequence (Q01959 whole entry, looked up): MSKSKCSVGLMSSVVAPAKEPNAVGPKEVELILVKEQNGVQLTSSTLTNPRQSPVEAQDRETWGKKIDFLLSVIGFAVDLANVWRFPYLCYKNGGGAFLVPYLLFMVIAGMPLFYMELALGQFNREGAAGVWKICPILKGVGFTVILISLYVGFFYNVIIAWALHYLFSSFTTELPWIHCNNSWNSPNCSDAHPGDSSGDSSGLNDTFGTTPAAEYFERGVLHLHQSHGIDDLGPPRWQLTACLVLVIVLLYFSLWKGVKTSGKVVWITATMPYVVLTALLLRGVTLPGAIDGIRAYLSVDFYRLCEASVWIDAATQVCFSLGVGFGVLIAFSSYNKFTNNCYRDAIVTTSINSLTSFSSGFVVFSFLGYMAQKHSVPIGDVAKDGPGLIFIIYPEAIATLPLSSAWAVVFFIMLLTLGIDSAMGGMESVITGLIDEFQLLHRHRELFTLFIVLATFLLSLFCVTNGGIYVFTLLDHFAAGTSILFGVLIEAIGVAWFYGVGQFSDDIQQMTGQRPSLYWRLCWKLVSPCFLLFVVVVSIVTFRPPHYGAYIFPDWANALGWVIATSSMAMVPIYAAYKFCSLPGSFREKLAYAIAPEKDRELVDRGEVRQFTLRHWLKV
CYP2C9 act: human CYP2C9 activators, primary screen, biochemical, luminescence | AID 1024, 2008 | recombinant CYP2C9, luciferin-H conversion; hits give high values; factor 1 = untreated enzyme, 0 = blocked | 1.4% of 96,000 active | activation factor at 5 µM | Cytochrome P450 2C9 (Homo sapiens), P11712;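 active = activation factor of 2 or more for CYP2C9 at a 5 µM dose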;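 also: 0 = sulfaphenazole-blocked wells and 1 = vehicle-only wells; values of inactives mirror those of a sister screen read the other way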
Target sequence (P11712 whole entry, looked up): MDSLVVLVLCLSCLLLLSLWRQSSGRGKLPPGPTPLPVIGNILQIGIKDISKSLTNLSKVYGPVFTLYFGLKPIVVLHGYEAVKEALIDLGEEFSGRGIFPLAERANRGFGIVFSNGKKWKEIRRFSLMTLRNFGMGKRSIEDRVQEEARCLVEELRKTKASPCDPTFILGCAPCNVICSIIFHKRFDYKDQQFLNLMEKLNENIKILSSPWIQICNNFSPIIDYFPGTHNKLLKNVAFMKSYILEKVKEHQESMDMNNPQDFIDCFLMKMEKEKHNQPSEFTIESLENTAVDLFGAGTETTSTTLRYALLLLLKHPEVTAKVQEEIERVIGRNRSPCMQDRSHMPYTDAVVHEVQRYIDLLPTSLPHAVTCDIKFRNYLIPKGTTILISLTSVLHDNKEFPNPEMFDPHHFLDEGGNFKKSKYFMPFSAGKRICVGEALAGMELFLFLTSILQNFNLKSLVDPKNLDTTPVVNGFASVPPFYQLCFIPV
CYP2C9 inhib: blockers of cytochrome P450 2C9 activity – biochemical, luminescence, ADME assay, primary screen. 20% of 96,000 active. inhibition, % at 5 µM. P11712. CYP2C9 Supersomes, luciferin-H conversion;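 active = blocking of liver enzyme CYP2C9 beyond about 50% at 5 µM, limit read from the data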; also: values of inactives mirror those of a sister screen read the other way
PostGolgi ctrl: growth inhibition of yeast control strain, primary screen, counter-screen for post-Golgi transport modulator project. efflux-deficient yeast background strain, growth absorbance A615, 16 h. inhibition, % at 10 µM. 5% of 98,000 active
LYP inh 2: PTPN22 phosphatase inhibitors, primary screen, biochemical, DiFMUP fluorescence, 2 µM | Tyrosine-protein phosphatase non-receptor type 22 (Homo sapiens), Q9Y2R2 | recombinant LYP catalytic domain | inhibition, % at 2 µM | 0.21% of 96,000 active | AID 640, 2007;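 active = inhibition at 2 µM at or above a set limit, the screen mean plus 3 SD, cut at about 24% in these data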;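 also: 0% = DMSO with enzyme and 100% = enzyme fully blocked by orthovanadate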
PTK2B oligo ant: antagonists of Pyk2 self-association, primary screen, Q293 cells, FERM NanoBiT luminescence, HTS. Protein-tyrosine kinase 2-beta (Homo sapiens), Q14289. hits give low values. z-score (the deposit names both 25 µM and 10 µM). 0.83% of 99,000 active. AID 1347419, 2020;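 active = Z-score of -3 or lower, scaled per plate to the spread of control and sample wells; inactive = z-score above -3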;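 also: negative z-score means lost luminescence so less FERM oligomerization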
E coli WT exp: growth inhibitors of wild-type E. coli, primary screen, strain BW25113, expanded library, OD600; 0.15% of 98,000 active; growth inhibition, % at 100 µM; AID 710, 2007; OD600 absorbance;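 active = growth inhibition above about 50% at one test dose, limit read from the data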;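 also: growth measured after 20 h incubation at 37 °C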
PTPN22 act: LYP phosphatase activators, primary screen, biochemical, DiFMUP fluorescence, 2 µM. Tyrosine-protein phosphatase non-receptor type 22 (Homo sapiens), Q9Y2R2. recombinant LYP; 0 = plate median, 100 = signal doubled. activation, % at 2 µM. 0.11% of 96,000 active. AID 697, 2007;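 active = activation at 2 µM above a set limit, the mean plus 5 SD, cut at about 37% in these data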
PostGolgi yeast: phenotypic screen on post-Golgi transport, primary screen; post-Golgi transport phenotypic cell assay; inhibition, % at 10 µM; 0.9% of 98,000 active; AID 739, 2007;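 also: yeast cells grown in 1536-well plates; yeast grown about 18 h at 30C before absorbance read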
Numbers without * were called inactive; . = not tested or not shown; & = joins results of further samples. Rule as the data show it, unless noted: active = inhibition above about 30%; inactive = the rest.

SMILES | hDAT+cocaine | CYP2C9 act | CYP2C9 inhib | PostGolgi ctrl | LYP inh 2 | PTK2B oligo ant | E coli WT exp | PTPN22 act | PostGolgi yeast
O=C(NCc1cccnc1)c1nnc(Cc2ccc(F)cc2)o1 | . | 0.8 | 20 | 40* | 0 | . | -3 | -2 | 8
N#Cc1c(N2CCCC2)nc(N)c2c(N)nc(N3CCCC3)cc12 | -0.28 | 0.4 | 61* | 19 | . | -0.41 | -3 | . | 1
COc1cccc(NC(=O)CSc2nnc(-c3cccc(OC(C)C)c3)n2N)c1 | -0.059 | 0.2 | 76* | 4 | 6 | 1.4 | -6 | -7 | 3
O=C(COc1cccc2cccnc12)N/N=C1\SCC(=O)N1Cc1ccco1 | 1.1 | . | . | . | 1 | 0.75 | . | -1 | .
C/C(=N/NC(=O)c1cc(C(C)C)[nH]n1)c1cccs1 | 0.61 | 0.8 | 19 | 27 | -11 | -0.18 | 6 | 8 | -3
COc1ccc(C2c3sc(=O)[nH]c3SC3C4CCC(C4)C23)cc1OC (centres undefined) | 0.97 | . | . | . | -10 | 0.57 | . | 2 | .
O=C1c2ccccc2C(=O)N1Cc1cc(-c2ccccc2)no1 | -1.2 | 1.6 | -62 | -1 | 0 | 0.75 | 1 | 3 | 4
[O-]/[N+](=C/c1ccc(F)cc1)c1ccccc1 | 0.037 | 1.2 | -20 | 33* | 2 | -0.12 | 7 | -4 | 10
CCOc1ccc2c(O)csc2c1 | -0.68 | 1 | 3 | 2 | -22 | 0.26 | -6 | 27 | -2
CCCc1nc2ccccc2c(=O)n1N | 1.6 | 1 | 4 | 4 | 9 | -0.05 | 3 | -5 | 2
O=C1CC(N2CCN(c3ccccc3)CC2)C(=O)N1c1ccc2c(c1)OCCO2 (centres undefined) | 0.69 | 0.6 | 37 | 0 | 0 | 0.16 | -7 | -4 | -15
O=C1c2ccccc2C(=O)N1CCCC(=O)N1CCCc2ccccc21 | 0.5 | 1 | -2 | 8 | -3 | 1.2 | 3 | 7 | 3
CC(=O)c1cccc(NC(=O)c2cnn3ccccc23)c1 | 0.97 | 0.8 | 17 | 5 | . | . | 3 | . | -1
Clc1cccc(CSc2nnc(-c3c[nH]c4ccccc34)o2)c1 | 0.24 | 0.7 | 27 | 25 | -3 | -1 | -12 | 1 | -6
CCOC(=O)CSc1cc(C)nc(NC(C)=O)n1 | 0.49 | 1 | -1 | 0 | -8 | -0.41 | 7 | 5 | 11
COc1ccc(C(=O)Nc2ccc(S(=O)(=O)N3CCCCC3)cc2)cc1 | -0.49 | 0.9 | 5 | 11 | -2 | -1.8 | -14 | 2 | 4
O=S(=O)(Nc1nc2ccc(S(=O)(=O)N3CCCCC3)cc2s1)c1ccccc1 | 1.9 | 0 | 99* | -2 | -4 | -0.57 | 5 | 5 | 12
CCn1c(SCc2cccc(C(F)(F)F)c2)nnc1-c1ccco1 | -0.45 | . | . | 21 | 0 | 0.77 | 7 | 3 | -6
CCn1c(C)c(C(C)=O)c(N2CCCC2)nc1=S | -0.0082 | 1.1 | -11 | 2 | 11 | 1.1 | -5 | -11 | 4
COC(=O)C(Cc1ccc(O)cc1)NC(=O)c1ccccc1 (centres undefined) | 0.043 | 0.8 | 20 | 15 | 1 | -0.39 | 4 | -4 | -1
O=C1COc2ccc(NC(=O)N3CCN(c4ccc(F)cc4)CC3)cc2N1 | 1.9 | 0.8 | 20 | -6 | 2 | 0.73 | -3 | 1 | 15
COc1ccc(C(=O)O)cc1NS(=O)(=O)c1cccc2nsnc12 | -0.14 | 1.1 | -7 | 4 | . | -0.94 | 4 | . | 8
Cc1nonc1OC(C)CNc1ccc([N+](=O)[O-])cc1 (centres undefined) | -0.2 | 0.4 | 63* | 35* | 2 | -0.56 | 7 | 1 | -1
Cc1cc2nc(C)n(CCCNC(=O)Nc3ccc(C#N)cc3)c2cc1C | 1.3 | 0.7 | 27 | -7 | -4 | 0.91 | 9 | 2 | -12
Nc1nc(C2CCCN2S(=O)(=O)c2ccc(Cl)cc2)cs1 (centres undefined) | -0.12 | 0.9 | 11 | 8 | -2 | -3.2* | 2 | 0 | 20
O=C(N1CCOCC1)N(CCN1CCOCC1)Cc1cccc(Cl)c1 | -0.55 | 1.1 | -7 | 18 | -8 | 0.09 | 0 | 7 | 0
COc1cccc(NC2c3ccccc3C(=O)N2Cc2ccco2)c1 (centres undefined) | -0.32 | 0.4 | 57* | 9 | -2 | . | 1 | 0 | -4
CC1CCCC(NC(=O)CCn2c(=O)oc3ccccc32)C1C (centres undefined) | -0.35 | 2* | -101 | 8 | 1 | 0.64 | -2 | -2 | -2
COc1ccc(C(=O)NC(CC(C)C)C(=O)O)cc1OC (centres undefined) | -0.26 | 1 | 0 | -6 | -5 | -0.02 | -2 | 8 | -5
Cc1ccccc1-c1nc(CN2CCC(C(=O)NCc3cccnc3)CC2)c(C)o1 | 0.03 | 0.9 | 14 | 10 | -15 | 0.58 | -5 | 13 | -3
CN(c1ccccc1)S(=O)(=O)c1cc(C(=O)c2nccn2C)ccc1Cl | 0.66 | 0.1 | 91* | 24 | -2 | -1.2 | -12 | -2 | 2
CS(=O)(=O)N1CCCC(C(=O)NCCc2ccccc2)C1 (centres undefined) | 0.033 | 0.7 | 31 | 23 | 1 | -0.25 | -5 | 0 | 8
CCN1C(=O)CSc2ccc(C(=O)NCc3ccco3)cc21 | -0.29 | 1.2 | -24 | 21 | -1 | 0.2 | -5 | 0 | 1
CCOC(=O)N1CCN(C(=O)C2CC(=O)N(c3ccc(OC)cc3)C2c2ccc(OC)cc2)CC1 (centres undefined) | 1.8 | . | . | 3 | -4 | -0.08 | 4 | 11 | 1
COc1cccc(NC(=O)Cn2cc3c(n2)CCCCC3)c1 | -0.36 | 0.9 | 6 | 15 | -8 | . | 8 | 5 | -9
COC(=O)c1ccc(Cl)c(NC(=O)CN2CCN(Cc3ccccc3)CC2)c1 | 0.71 | 0.9 | 10 | 5 | -9 | 2.1 | -6 | 4 | -4
COc1cccc(-c2nnc3n2N=C(c2cccc(Br)c2)CS3)c1 | -1.1 | 0.7 | 26 | 4 | -8 | 1.1 | -7 | 7 | -12
O=C(Cn1nc(C(F)(F)F)c2c1CCC2)NCc1ccc(F)cc1 | -0.4 | 3.2* | -216 | -2 | . | 0.16 | -1 | . | -14
COC(=O)c1sccc1NC(=O)CSc1ccccc1NS(=O)(=O)c1ccc(Cl)cc1 | -0.015 | 0.2 | 84* | 22 | 0 | -1.8 | -13 | 3 | 21
CC(C)(C)OC(=O)NCCc1nnc(SCc2ccc(Cl)cc2Cl)o1 | -0.66 | 0.2 | 75* | 18 | -2 | -0.27 | -5 | 0 | -1
Cc1nc2sc(C(c3ccco3)N3CC(C)OC(C)C3)c(O)n2n1 (centres undefined) | -0.1 | 1.1 | -14 | 12 | 4 | -0.55 | -4 | -4 | -5
Cc1ccc(OCCCN2C(=O)C(=O)c3cccc(C)c32)cc1 | 0.35 | 0.6 | 35 | 11 | 6 | 1.6 | 7 | -3 | -3
C=CCn1c(COc2ccccc2)nnc1SCC(=O)N/N=C/c1cc(Cl)ccc1O | 0.028 | 1.2 | -23 | 4 | 1 | 0.29 | 18 | 2 | 4
Cc1c(Cl)c(-c2n[nH]c(=S)n2-c2ccc(F)cc2)nn1C | 0.41 | 1.1 | -9 | 6 | 8 | -0.3 | 3 | -3 | -3
CSc1ncc2c(n1)-c1cc(C)ccc1SC2 | -0.13 | 0.8 | 21 | 13 | 4 | -0.05 | -7 | -2 | -3
CCCCn1c(CNC(C)=O)nc2ccccc21 | -1.1 | 1.1 | -14 | 5 | . | . | -3 | . | 3
Cc1ccc(NC(=O)CC2S/C(=N/c3nccs3)N(C)C2=O)cc1C (centres undefined) | 0.0032 | 0.2 | 79* | -3 | 11 | 0.2 | -9 | -12 | -8
Cc1nc2nc[nH]n2c(=O)c1NC(=O)CC12CC3CC(CC(C3)C1)C2 | -0.29&-1.1 | 1&1 | 4&0 | 11&-1 | -4 | 0.51&0.8 | -6&5 | 8 | 6&-4

By substructure: the entries above with an NH in an aromatic ring.
SMILES | hDAT+cocaine | CYP2C9 act | CYP2C9 inhib | PostGolgi ctrl | LYP inh 2 | PTK2B oligo ant | E coli WT exp | PTPN22 act | PostGolgi yeast
C/C(=N/NC(=O)c1cc(C(C)C)[nH]n1)c1cccs1 | 0.61 | 0.8 | 19 | 27 | -11 | -0.18 | 6 | 8 | -3
COc1ccc(C2c3sc(=O)[nH]c3SC3C4CCC(C4)C23)cc1OC (centres undefined) | 0.97 | . | . | . | -10 | 0.57 | . | 2 | .
Clc1cccc(CSc2nnc(-c3c[nH]c4ccccc34)o2)c1 | 0.24 | 0.7 | 27 | 25 | -3 | -1 | -12 | 1 | -6
Cc1c(Cl)c(-c2n[nH]c(=S)n2-c2ccc(F)cc2)nn1C | 0.41 | 1.1 | -9 | 6 | 8 | -0.3 | 3 | -3 | -3
Cc1nc2nc[nH]n2c(=O)c1NC(=O)CC12CC3CC(CC(C3)C1)C2 | -0.29&-1.1 | 1&1 | 4&0 | 11&-1 | -4 | 0.51&0.8 | -6&5 | 8 | 6&-4

Additional compounds
SMILES | hDAT+cocaine | CYP2C9 act | CYP2C9 inhib | PostGolgi ctrl | LYP inh 2 | PTK2B oligo ant | E coli WT exp | PTPN22 act | PostGolgi yeast
COc1ccc(NC(=O)C2CCCN2C(=O)NC2CCCCC2)cc1OC (centres undefined) | 0.34 | 1.1 | -9 | 11 | 6 | 0.46 | 3 | -8 | -1
Cn1nnc2cc(C(=O)Nc3cccnc3)ccc21 | 0.19 | 1 | -3 | -7 | -12 | -0.24 | 4 | 6 | 39*
O=C(CCCn1c(=O)oc2ccccc21)Nc1cccnc1 | 1.3 | 1.3 | -31 | 7 | -12 | -0.65 | -2 | 9 | -3
Cc1ccc(S(=O)(=O)NCc2cccnc2)s1 | 2.4 | 1 | -1 | -8 | 6 | -1 | 9 | -2 | -6
CN(CC1COc2ccccc2O1)C(=S)Nc1ccccc1 (centres undefined) | -0.25 | . | . | . | -1 | -0.39 | . | -1 | .
O=S(c1ccc2ccccc2c1)c1cnns1 (centres undefined) | -0.41 | 1 | -3 | 6 | 9 | 0.65 | 6 | -7 | 1
CC(=O)Oc1cc2oc(=O)cc(C)c2cc1OC(C)=O | -0.56 | 1.1 | -6 | 11 | 5 | 0.08 | 16 | -6 | 2
CCOC(=O)CSC(CC)C(=O)Nc1nnc(C(C)C)s1 (centres undefined) | 0.18 | . | . | -1 | 9 | . | 2 | -10 | -1
CCC(=O)Nc1ccc(-c2nc(-c3ccccc3)n(CC(=O)N3CCCCC3)n2)cc1 | 0.35 | 0.7 | 35 | -4 | -3 | -0.16 | -7 | -1 | 5
CC(C)(C)OC(=O)N1CC(O)CC1C(=O)OCC(=O)c1ccc(Cl)cc1 (centres undefined) | 1.1 | 0.8 | 22 | 17 | . | 0.23 | 6 | . | 3
Cc1ccc(S(=O)(=O)C2(C(=O)Nc3ccc(F)cc3)CC2)cc1 | 0.32 | 0.9 | 12 | -2 | -5 | 1.3 | -7 | 3 | -1
Cc1cc(C)n(-c2nc3ccccc3c(=O)n2OCC(=O)Nc2c(C)cccc2C)n1 | -0.43 | 0.5 | 52* | -3 | -9 | -0.02 | -6 | 10 | 15
OC(CN1C2=NCCCN2c2ccccc21)c1ccc2c(c1)OCO2 (centres undefined) | 0.084 | 0.9 | 12 | 3 | -8 | 0.2 | 3 | 7 | 0
COC(=O)Cn1c(=O)sc2ccccc21 | -0.8 | 1.1 | -11 | -7 | 8 | 0.75 | 9 | -10 | 7
